Assay outcomes from PubChem BioAssay.
RAD54 inh: inhibitors of human RAD54 branch migration, primary screen, biochemical, fluorescence, single point | RAD54 Holliday junction branch migration, FAM/BHQ fluorescence | 0.14% of 360,000 active | inhibition, % at 10.4 µM | DNA repair and recombination protein RAD54-like (Homo sapiens), Q92698 | AID 602329, 2012;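 active means mean normalized replicate activity at least 40 and at least half of replicates scoring 40 or more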;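 further: 0% = median of neutral control wells and 100% = median of positive control wells; inhibitors cause a drop in the FAM fluorescence signal; in these data hits start at about 50%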
ERAP1 HTS inh: human ERAP1 aminopeptidase inhibitors, primary screen, biochemical, single point, plate reader; recombinant ERAP1, Leu-AMC fluorescence, 60 min; 0.15% of 340,000 active; inhibition, % at 10.7 µM; AID 652197, 2013; Endoplasmic reticulum aminopeptidase 1 (Homo sapiens), Q9NZ08;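 active means mean replicate inhibition of at least 30%, or all replicates individually reaching that 30% level; inactive means mean below 30% and not every replicate reaching it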;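 further: 0% = neutral control wells and 100% = L-leucinethiol positive control wells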
ARNT TACC3 PPI: disruptors of ARNT/TACC3 protein interaction, primary screen, biochemical, AlphaScreen, single concentration | Transforming acidic coiled-coil-containing protein 3 (Homo sapiens), Q9Y6A5 | 0.66% of 390,000 active | AID 623870, 2012 | inhibition, % at 9.99 µM | AlphaScreen His-ARNT PAS-B/GST-TACC3 binding, luminescence; TACC3 fragment carries E629A point mutation;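 active means mean inhibition of replicates at least 50% and at least half of replicates each reaching 50%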;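 further: 0% = complete ARNT plus TACC3 wells and 100% = ARNT alone without TACC3; many hits fall short of the cut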
RAD52 inh: RAD52 DNA annealing inhibitors, primary screen, biochemical, FRET, single point, set 2; recombinant RAD52 DNA annealing, FRET fluorescence; inhibition, % at 18.7 µM; 0.46% of 360,000 active;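 active means every replicate showing at least 50% inhibition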
Target sequence (P43351 whole entry, looked up): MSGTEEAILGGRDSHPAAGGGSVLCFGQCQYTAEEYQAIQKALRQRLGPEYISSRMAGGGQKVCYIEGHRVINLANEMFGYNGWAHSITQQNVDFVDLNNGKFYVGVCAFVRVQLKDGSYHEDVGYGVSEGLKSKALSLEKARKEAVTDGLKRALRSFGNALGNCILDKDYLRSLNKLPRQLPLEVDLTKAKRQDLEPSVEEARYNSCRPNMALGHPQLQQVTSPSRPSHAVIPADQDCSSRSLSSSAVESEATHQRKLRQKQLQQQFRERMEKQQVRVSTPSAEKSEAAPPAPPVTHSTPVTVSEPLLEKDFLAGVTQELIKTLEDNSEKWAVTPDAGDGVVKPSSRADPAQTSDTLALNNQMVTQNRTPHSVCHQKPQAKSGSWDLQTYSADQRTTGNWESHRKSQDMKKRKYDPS
esBAF inh: Bmi1 luciferase reporter increase in mESCs, primary screen, esBAF inhibitor project, mouse ES cells, Bmi1 luciferase knock-in, single point. reporter increase, % at 12.5 µM. 2% of 350,000 active. AID 602393, 2012. 24 h; 100% = twice the neutral-well signal; in the data active means activation above about 40%;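 further: 0% = median of the plate's neutral control wells and 100% = double that signal; a rise in the Bmi1 reporter signal indicates esBAF inhibition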
CFTR F508del cor: F508del CFTR correction, initial screen, CFBE line, single point; activity (quench increase), % at 7.58 µM; CFBE cells, YFP halide quenching; stimulated with forskolin plus potentiator P3; % fluorescence drop versus neutral controls; 0.36% of 350,000 active;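 active means mean added fluorescence quench of at least 8% versus neutral control, with both replicates also reaching 8%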;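 further: cells transiently co-express mutant CFTR-F508del with the halide-sensitive YFP; corrector assay measuring rescue of mutant channel to the surface after 24 h compound exposure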
INS-1E GSIS act: GLuc luminescence reporter in INS-1E cells, primary screen for activators of glucose-dependent secretion of insulin. INS-1E GLuc reporter insulin secretion, 2-3 h. activation, % at 16.6 µM. 0.61% of 370,000 active;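 active means lowest replicate activation of at least 40%, so every replicate reaches that level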;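 further: 0% = median of neutral control wells and 100% = median of IBMX positive control wells; some compounds called inactive have numbers as strong as hits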
Xi reactivation: activators of inactive X chromosome reactivation, primary screen, imaging, XiGFP fibroblasts, GFP high-content imaging, set 2; XiGFP mouse fibroblasts, % GFP-positive cells imaging, 3 d; cells co-treated with 5-aza-dC sensitizer; scaled so ellipticine positive control = 100%; activation, % at 7.58 µM; 0.055% of 360,000 active;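 active means mean normalized replicate activation at least 10% and every replicate at or above 10%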;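 further: 0% = median of on-plate neutral control wells and 100% = ellipticine 6 µM median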
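System: 68-5-11 XiGFP fibroblast line | Buffer or medium: DMEM containing 5-aza-dC | Compound: Single point | Times: Compounds 3 days, fix/stain 15 min at room temperature | Benchmarks: Positive control ellipticine, 6 µM final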
The depositor's hits bear a star; x = no result given; & = joins results of further samples. A portion of the library (hit frequency here may not be typical).

nr	molecule	RAD54 inh	ERAP1 HTS inh	ARNT TACC3 PPI	RAD52 inh
1	N#Cc1ccc(-c2ccc([C@H]3[C@@H](CO)N4CCCCN(C(=O)Cc5ccccc5)C[C@@H]34)cc2)cc1	-4	-2	6	-17
2	O=C(C1CCN(S(=O)(=O)N2CCOCC2)CC1)N1CCC2(CC1)OCCO2	-10	x	0	x
3	CCN1C[C@]2(CO)CC[C@H](OC)[C@@]34C2[C@H](OC)[C@@](O)(C13)[C@@]1(O)C[C@H](OC)[C@H]2C[C@@H]4[C@@H]1[C@H]2OC	3	-4	0	-13
4	Cc1ccsc1CNCCc1ccc(F)cc1	0	-5	-2	2
5	O=C(NCNC(=O)NC1C(=O)NC(=O)N1CO)NC1C(=O)NC(=O)N1CO (centres undefined)	0	-1	-4	-3
6	Cc1cccc(N=Cc2c(O)n(C)c(=O)n(C)c2=O)c1	7	1	-4	-10
7	Fc1ccc(C2N3CCCN23)cc1 (centres undefined)	3	4	-7	-7
8	Nc1nonc1OCCCCOc1nonc1N	-8	-1	0	-17
9	CC(C)N(CC#CCC1(O)c2ccccc2-c2ccccc21)C(C)C	x	x	-2	x
10	O=C(Cc1ccccc1)N1CCN(CCCc2ccccc2)CC1	-9	-3	-20	1

nr	esBAF inh	CFTR F508del cor	INS-1E GSIS act	Xi reactivation
1	-2	-1.0	-13	0.0
2	-12	x	-6	x
3	9	0.3	19	0.4
4	-8	-0.3	-1	0.2
5	-4	-4.5	x	0.4
6	14	0.4	3	0.2
7	-10	-0.1	6	-0.1
8	0	-2.3	-10	0.2
9	x	-1.1	8	1.1
10	-2	-3.0	4	0.1

(list continues)
nr	molecule	RAD54 inh	ERAP1 HTS inh	ARNT TACC3 PPI	RAD52 inh
11	NCc1cc(=O)[nH]o1	-12	-3	-4	-11
12	COC(=O)C1=C(C)OC(N)=C(C#N)C12C(=O)Nc1ccccc12 (centres undefined)	17	-4	-7	-4
13	COC(=O)C1=C(c2ccc(S(C)(=O)=O)cc2)C[C@@H]2CC[C@H]1N2C(=O)NCCO	3	x	-4	x
14	COc1cc([N+](=O)[O-])c2nc(C)ccc2c1[N+](=O)[O-]	x	3	-6	-9
15	CCCC(=O)NC(Oc1ccc(C(C)=O)cc1)C(Cl)(Cl)Cl (centres undefined)	x	6	-1	-2
16	CC(=O)NC(Cc1ccc(N(CCCl)CCCl)cc1)C(=O)NCC(=O)NCC(=O)O (centres undefined)	x	4	-5	-25
17	CN1C(=O)/C(=C/c2ccc(Cl)s2)C(=O)NC1=S	-39	6	2	-289
18	Cc1ccc(S(=O)(=O)N2Cc3cc(-c4ccccc4)ccc3-n3nncc3C2)cc1	6	-3	x	-8
19	CCOC(=O)[C@]1(C#N)[C@@H]2C=CC(C(C)=O)=CN2[C@@H](C(N)=O)[C@@H]1c1ccsc1	-3	x	9	x
20	CC(Cc1ccccc1Sc1ccccc1)N(C)C (centres undefined)	1	6	1	-2

nr	esBAF inh	CFTR F508del cor	INS-1E GSIS act	Xi reactivation
11	-2	2.8	x	-0.3
12	-6	3.7	1	0.2
13	-2	1.6	-5	0.2
14	x	-4.0	-16	0.0
15	x	1.5	4	0.1
16	x	1.1	0	0.4
17	6	-4.6	12	0.0
18	-6	2.9	4	x
19	-4	x	23	x
20	-1	2.5	12	0.0

Remaining list, next part.
nr	molecule	RAD54 inh	ERAP1 HTS inh	ARNT TACC3 PPI	RAD52 inh
21	Cc1ccc(-c2nc3ccccc3c(=O)n2-c2cccnc2)cc1	x	0	-4	-7
22	O=C1NC(=O)N(Cc2ccccc2)C(=O)/C1=C/C=C/c1ccco1	x	-4	1	-156
23	CC(CCc1ccccc1)NCCC#N (centres undefined)	x	4	-3	-5
24	Oc1cc2c(cc1CN1CCN(c3ccccc3)CC1)OCO2	6	1	3	3
25	CC1CN(c2cc([N+](=O)[O-])ccc2Cl)CC(C)N1 (centres undefined)	x	15	-7	-2
26	COc1ccccc1N1CCN(Cc2cc(C)c(C)cc2O)CC1	1	0	x	0
27	Cc1c(C)c2ccc(OCC(=O)N3CCC(C(=O)O)(c4ccccc4)CC3)cc2oc1=O	3	x	24	-20
28	CC(C)OC(=O)Cc1ccccc1	1	-1	x	3
29	C[n+]1ccc(-c2ccncc2)cc1	-16	31*	-3	-17
30	C=C(C)CC1(CC)C(=O)NC(=S)NC1=O	-10	3	x	11

nr	esBAF inh	CFTR F508del cor	INS-1E GSIS act	Xi reactivation
21	x	x	4	-0.1
22	x	-5.3	-28	0.0
23	x	2.7	7	0.2
24	-1	0.7	2	0.0
25	x	x	41*	0.3
26	x	x	-15	x
27	-5	-2.8	-9	x
28	-2	0.3	1	x
29	-12	0.7	0	x
30	-5	-2.5	x	0.4

Next section
nr	molecule	RAD54 inh	ERAP1 HTS inh	ARNT TACC3 PPI	RAD52 inh
31	CCCCOc1nc2ccccc2c(=O)n1-c1ccccc1	-6	x	-16	x
32	CN1CCN(Cc2ccc(N)cc2)CC1	x	-4	1	14
33	COc1cc(CN2CC=C(c3ccc(F)cc3)CC2)cc(OC)c1	-11	3	2	-5
34	COC(=O)[C@H]1[C@H](CO)[C@H]2Cn3c(ccc(C4=CCCCC4)c3=O)[C@@H]1N2Cc1cccnc1	16	1	-10	12
35	CC(C)=CCN1CC[C@@]2(C)c3cc(O)ccc3CC1C2C (some centres undefined)	2	-5	6	-16
36	O=c1c2ccccc2nc(/C=C/c2ccccc2F)n1-c1ccccc1O	1	3	2	-18
37	COc1cc2c(cc1O)C[C@H]1c3c(cc(O)c(OC)c3-2)CCN1C	7	-3	6	36
38	CCC(=Nc1ccccc1NC(C)=O)c1c(O)n(C)c(=O)n(C)c1=O	2	-1	0	-23
39	COc1ccc(NC(=O)c2cn(CCC#N)nc2-c2cccc([N+](=O)[O-])c2)cc1	x	-4	-1	-9
40	O=c1[nH]c(=O)n(-c2ccccc2F)c(O)c1/C=C1\C=Nc2ccccc21	x	1	-13	-131

nr	esBAF inh	CFTR F508del cor	INS-1E GSIS act	Xi reactivation
31	-8	x	9	0.3
32	x	-0.9	-1	0.2
33	-9	3.0	4	0.0
34	1	-2.7	10	0.0
35	7	1.3	23	x
36	-6	3.8	-1	0.2
37	-7	-17	x	1.0
38	-6	-0.8	17	x
39	x	1.9	3	0.0
40	x	2.4	-27	0.1

Later entries.
nr	molecule	RAD54 inh	ERAP1 HTS inh	ARNT TACC3 PPI	RAD52 inh
41	CCOC(=O)c1c(N)n(CCN2CCCCC2)c2nc3ccccc3nc12	10	-16	2	-21
42	O=C(NC(=O)N1CCC2(CC1)OCCO2)c1ccc(Cl)cc1	4	-1	27	-10
43	COC(=O)C1=C(c2cc3ccccc3s2)C[C@@H]2CC[C@H]1N2C	1	-2	4	4
44	COC(=O)C1=C(c2c(C)noc2C)C[C@@H]2CC[C@H]1N2C(=O)NCCCOC(C)C	-10	x	-3	-9
45	Clc1ccccc1CNCCc1c[nH]c2ccccc12	3	4	x	-10
46	COC(=O)C1=C(c2cc3ccccc3o2)C[C@@H]2CC[C@H]1N2C(=O)N1CCOCC1	-15	x	x	6
47	CC1=CC(=O)NP(=O)(Oc2ccc3ccccc3c2)N1 (centres undefined)	-3	x	-16	x
48	O=C(Cc1ccccc1)OCCNC(=O)c1cccnc1	-16	x	-6	x
49	CN(C)CCN=Cc1c(O)n(Cc2ccc3c(c2)OCO3)c(=S)[nH]c1=O	-5	x	-7	-18
50	COC(=O)C1=C(c2cc3ccccc3s2)C[C@@H]2CC[C@H]1N2C(=O)N1CCOCC1	10	-6	x	-9

nr	esBAF inh	CFTR F508del cor	INS-1E GSIS act	Xi reactivation
41	6	x	-3	x
42	-5	-3.2	0	0.0
43	11	2.2	-1	0.8
44	1	-1.3	2	0.0
45	0	-2.6	x	0.0
46	-13	1.3	-11	0.0
47	-2	x	32	x
48	1	x	-2	x
49	0	3.1	x	0.0
50	13	1.6	-32	0.0

The list goes on; it opens with the 4 that closed the last part.
nr	molecule	RAD54 inh	ERAP1 HTS inh	ARNT TACC3 PPI	RAD52 inh
47	CC1=CC(=O)NP(=O)(Oc2ccc3ccccc3c2)N1 (centres undefined)	-3	x	-16	x
48	O=C(Cc1ccccc1)OCCNC(=O)c1cccnc1	-16	x	-6	x
49	CN(C)CCN=Cc1c(O)n(Cc2ccc3c(c2)OCO3)c(=S)[nH]c1=O	-5	x	-7	-18
50	COC(=O)C1=C(c2cc3ccccc3s2)C[C@@H]2CC[C@H]1N2C(=O)N1CCOCC1	10	-6	x	-9
51	O=C(COC(=O)Cc1ccccc1)Nc1ccc(SC(F)F)cc1	x	1	2	-15
52	CCn1c(O)c(/C(C)=N/N2CCCCC2c2cccnc2)c(=O)[nH]c1=S (centres undefined)	-6	x	6	x
53	CN1C(=O)C(C2(C#N)CCCCC2)C(=O)N(C)C1=O	9	x	-7	x
54	C[C@]12CC[C@H](O)C[C@H]1CC[C@@H]1[C@@H]2C[C@@H](O)[C@]2(C)[C@@H](C3=CC(=O)OC3)CC[C@]12O	-2	0	-4	2
55	CC=Cc1ccc2n(c1=O)C[C@H]1[C@H](CO)[C@@H](C(=O)OC)[C@@H]2N1S(=O)(=O)c1cccc(C)c1 (mixture of isomers)	6	3	-3	4
56	COC(=O)[C@@H]1[C@@H](CO)[C@@H]2Cn3c(ccc(-c4ccccc4F)c3=O)[C@H]1N2C(C)=O	6	2	-1	0
57	COc1ccc(OC(=O)N(C)C[C@H]2OCc3cnnn3CCCC(=O)N([C@H](C)CO)C[C@H]2C)cc1	-8&4	-2&0	10	4&1&-2
58	Cc1ccsc1C(=O)C1CCCN(Cc2ccccc2O)C1 (centres undefined)	x	2	-1	-14
59	COc1cc(C(=S)N2CCOCC2)cc(OC)c1OC(=O)Cc1ccccc1	x	-3	-1	-64
60	Cn1nc(N)c2c1N=P(N1CCOCC1)(N1CCOCC1)N=C2c1ccccc1	0	x	-20	x

nr	esBAF inh	CFTR F508del cor	INS-1E GSIS act	Xi reactivation
47	-2	x	32	x
48	1	x	-2	x
49	0	3.1	x	0.0
50	13	1.6	-32	0.0
51	x	x	1	0.0
52	x	x	-13	4.0
53	5	x	4	x
54	4	-2.7	x	-0.1
55	-1	x	1	0.2
56	-2	-0.7	3	0.4
57	1&-1&-1	0.8&-0.1&-0.5	3&6	0.0&0.0
58	x	1.6	-4	0.0
59	x	-3.5	-6	-0.1
60	0	x	13	x

New compounds follow.
nr	molecule	RAD54 inh	ERAP1 HTS inh	ARNT TACC3 PPI	RAD52 inh
61	N#CC(Br)Br	-2	1	x	1
62	CCOC(=O)c1cccc(C2=C(CNC(C)=O)[C@H]3CC[C@@H](C2)N3Cc2ccccc2)c1	4	-5	x	-5
63	COc1ccc(C2=NCC(=S)Nc3ccc(Cl)cc32)cc1Cl	x	-2	-15	-4
64	CCOC(=O)[C@]12Cc3ccccc3[C@H]1N(Cc1ccccc1)C(=O)c1cc(OC)ccc12	x	2	x	-24
65	CCC(COC(=O)NC)NC(=O)Oc1cccc(C)c1 (centres undefined)	6	x	-6	x
66	Cn1cc(C(=O)OCC(=O)N2CCCC2)c2ccccc21	-4	0	-7	5

nr	esBAF inh	CFTR F508del cor	INS-1E GSIS act	Xi reactivation
61	-8	-2.0	14	x
62	-2	-4.6	0	0.3
63	x	2.7	20	0.0
64	x	1.9	-15	-0.1
65	-14	x	18	x
66	2	2.3	x	-0.2
